Bioassay records as filed in PubChem BioAssay.
NALP3 yeast inh: NALP3 inhibition in yeast; Yeast reconstituted NLRP3/ASC/caspase-1, beta-gal luminescence, 24 h; inhibition, % at 10 µM; 330,000 tested, 0.39% active; AID 2825;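 active = inhibition of 50% or more; inactive = inhibition below 50%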;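 note: plate controls were induced DMSO wells for no effect and uninduced yeast grown without galactose for full effect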
TIM10 inh: inhibits growth of TIM10 yeast strain. S. cerevisiae TIM10 strain growth, BacTiter-Glo luminescence, 24 h. inhibition, % at 10 µM. 330,000 tested, 1.4% active;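 active = inhibition of 40% or more at the single tested concentration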;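 note: wild-type TIM10 isogenic control strain grown at permissive 25 °C; 0% = DMSO yeast wells and 100% = minimal medium wells without yeast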
APJ ag: APJ receptor agonism; P35414; CHO-K1 APJ PathHunter beta-arrestin, luminescence; 0% DMSO wells, 100% apelin; activation, % at 20 µM; 330,000 tested, 0.11% active; AID 2520;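 active = activation more than six SD over the plate average, tested at 20 µM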;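 note: 0% = DMSO alone and 100% = apelin-13 at 10 nM; some results filed as inactive read as strong as hits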
Target sequence (P35414 whole entry, looked up): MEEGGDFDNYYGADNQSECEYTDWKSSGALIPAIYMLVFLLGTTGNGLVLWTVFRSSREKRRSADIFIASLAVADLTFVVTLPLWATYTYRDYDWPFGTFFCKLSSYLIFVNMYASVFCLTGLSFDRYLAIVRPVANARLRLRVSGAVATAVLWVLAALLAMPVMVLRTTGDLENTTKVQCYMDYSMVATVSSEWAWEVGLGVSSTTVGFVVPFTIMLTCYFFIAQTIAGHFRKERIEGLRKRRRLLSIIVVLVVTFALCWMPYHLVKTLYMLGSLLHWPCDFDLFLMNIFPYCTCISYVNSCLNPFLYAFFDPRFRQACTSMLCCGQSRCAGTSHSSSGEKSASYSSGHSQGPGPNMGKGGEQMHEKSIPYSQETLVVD
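Test system: CHO-K1 APJ beta-arrestin complementation cell line. Amount: cell density 1000 per well. Controls: DMSO negative, 10 nM Apelin-13 positive. Signal: luminescent beta-gal fragment complementation, chemiluminescent substrate. Read-out basis: agonist-driven arrestin binding to APJ. Timing: compound stimulation 90 min at 25 °C, detection 60 min.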
APJ antagonist: blocks the human apelin receptor APJ | P35414 | CHO-K1 APJ beta-arrestin complementation, luminescence | inhibition, % at 20 µM | 330,000 tested, 0.32% active | AID 2521;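 active = inhibition above about 40% at 20 µM, limit read from the data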;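 note: cells challenged with 10 nM apelin-13 agonist together with compound; plate controls were apelin-13 plus DMSO wells for no effect and DMSO wells lacking apelin-13 for full effect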
MPTP block: permeability transition pore inhibition. isolated mouse mitochondria, Ca2+ swelling absorbance, 30 min. inhibition, % at 10 µM. 360,000 tested, 1.4% active. AID 602449;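 active = inhibition of 50% or more, scaled per plate between neutral and stimulator controls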;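 note: 0% = DMSO wells given calcium and 100% = 1 mM EGTA wells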
MIN6 prolif: induces beta-cell replication in MIN6 cells. 330,000 tested, 0.29% active. MIN6 cells proliferation, ATPlite luminescence, 48 h; cells starved in 0.2% serum; 100% = growth in 10% serum. AID 2380. proliferation, % at 10 µM;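 active = compounds whose signal lies at least 3.5 SD above the mean of all wells on their plate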;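 note: 0% = DMSO-treated cells in low-serum medium and 100% = 10% serum control; some compounds called inactive have numbers as strong as hits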
tim10-1 inh: growth inhibitors of tim10-1 mutant yeast; inhibition, % at 20 µM; 330,000 tested, 2.2% active; S. cerevisiae tim10-1 ts strain growth, BacTiter-Glo, 24 h;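 active = inhibition of at least 40%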;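 note: mutant grown at 25 °C; 0% = DMSO wells with yeast and 100% = wells holding no yeast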
tim23-1 inh: inhibits growth of tim23-1 mutant yeast | S. cerevisiae tim23-1 growth, BacTiter-Glo luminescence, 24 h | inhibition, % at 20 µM | 330,000 tested, 1.3% active;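 active = growth inhibition of the mutant yeast at or above 50%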;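 note: temperature-sensitive mutant grown at 25 °C; plate controls were DMSO-treated mutant yeast for no effect and medium wells lacking yeast for full effect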
NR3A LBD binder: NR3A (human) ligand-binding domain modulation; AID 1259313; 340,000 tested, 2.5% active; NR3A LBD differential scanning fluorimetry, Tm shift; 0% = protein alone, 100% = glycine-bound protein; Tm shift relative to glycine control, % at 25 µM;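 active = melting temperature shift of at least 10% of the positive control shift, at one fixed dose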
Numbers without * were called inactive; · = not tested or not shown.

SMILES	NALP3 yeast inh	TIM10 inh	APJ ag	APJ antagonist	MPTP block	MIN6 prolif	tim10-1 inh	tim23-1 inh	NR3A LBD binder
CN(CC(=O)NCC1CCCO1)S(=O)(=O)c1ccc(Br)cc1 (stereo unspecified)	5	5	2	-4	0.7	-2	6	2	-2
O=C(NCCNC(=O)c1ccccn1)c1ccc(-c2ccccc2)cc1	17	1	1	-28	-0.8	-4	1	28	0
CC(OC(=O)CN1C(=O)c2ccccc2C1=O)C(=O)N(C)c1ccccc1 (stereo unspecified)	7	1	-4	21	-2.6	2	7	1	1
CC(=O)Nc1ccc(S(=O)(=O)N(C)CC(=O)OCC(=O)Nc2cccnc2Cl)cc1	4	-1	1	7	-6.1	-3	6	3	1
CC1CCCCN1C(=O)CSc1nc(C2CC2)nc2c1cnn2-c1ccccc1 (stereo unspecified)	-3	-4	-1	-7	2.2	-4	18	5	7
N#Cc1cc([N+](=O)[O-])ccc1Oc1ccc(-c2nnco2)cc1	25	14	3	-33	1.2	-2	12	11	0
O=C(NNC(=O)c1ccccc1[N+](=O)[O-])c1ccc(NS(=O)(=O)c2cccs2)cc1	12	4	2	15	-1.0	4	-5	3	-3
N#C/C(=C\c1cccnc1)c1ccccn1	15	1	-1	8	-0.5	-2	31	23	1
O=C(Nc1ccc(Cl)cc1Cl)c1cc2ccccc2o1	17	-12	2	-23	1.3	-4	2	7	2
CCOC(=O)C(C)n1cnc2c(nnn2-c2ccc(OC)cc2)c1=O (stereo unspecified)	0	-13	4	-3	-1.8	-2	6	18	-2
CCC(=O)Nc1ccc(NC(=O)c2ccccc2Cl)nc1	9	2	2	7	0.9	0	5	13	-2
Cc1ccc2c(c1)C(c1ccccc1)N(C(=O)C(C)C)CC(=O)N2 (stereo unspecified)	2	-2	-2	-7	-1.7	2	-1	6	0
Cc1ccc(NC(=O)N2CCc3ccccc32)cc1	31	22	5	-5	-0.8	-6	31	39	-7
CN(C)CCNC(=O)C(=O)NCC1OCCCN1S(=O)(=O)c1cccs1 (stereo unspecified)	-5	-3	-3	-10	-0.2	-3	9	-6	-6
CC(=O)Nc1ccc(NC(=O)C2CC(=O)N(c3ccccc3Cl)C2)cc1 (stereo unspecified)	-10	-5	-2	-5	-1.3	1	15	11	-1
CC(=O)/C(=N\Nc1ccccc1)Oc1ccc([N+](=O)[O-])cc1	13	21	3	13	4.8	-2	19	22	-1
COCCOC(=O)C1=C(N)Oc2c(oc(CO)cc2=O)C1c1c(F)cccc1Cl (stereo unspecified)	-6	3	-4	-32	-1.1	2	3	7	0
Cc1ccc(CNC(=O)c2ccc(S(=O)(=O)Nc3c(C)n(C)n(-c4ccccc4)c3=O)cc2)cc1	4	-7	-6	-4	-0.1	1	11	2	0
CCn1c(=O)c2c3c(sc2n2c(=S)[nH]nc12)CCC3	21	5	-3	15	-0.6	0	1	-4	1
Cc1cc2ncn(S(=O)(=O)c3ccc(F)cc3)c2cc1C	20	-8	-1	13	-0.7	-2	-8	-5	1

Random excerpt: two entries already listed.
SMILES	NALP3 yeast inh	TIM10 inh	APJ ag	APJ antagonist	MPTP block	MIN6 prolif	tim10-1 inh	tim23-1 inh	NR3A LBD binder
N#Cc1cc([N+](=O)[O-])ccc1Oc1ccc(-c2nnco2)cc1	25	14	3	-33	1.2	-2	12	11	0
N#C/C(=C\c1cccnc1)c1ccccn1	15	1	-1	8	-0.5	-2	31	23	1

Shown with two lines to a compound: two of the compounds above
Results follow in this order: NALP3 yeast inh, TIM10 inh, APJ ag, APJ antagonist, MPTP block, MIN6 prolif, tim10-1 inh, tim23-1 inh, NR3A LBD binder
- Cc1ccc2c(c1)C(c1ccccc1)N(C(=O)C(C)C)CC(=O)N2 (stereo unspecified)
→ 2, -2, -2, -7, -1.7, 2, -1, 6, 0
- Cc1ccc(NC(=O)N2CCc3ccccc32)cc1
→ 31, 22, 5, -5, -0.8, -6, 31, 39, -7

New compounds follow.
SMILES	NALP3 yeast inh	TIM10 inh	APJ ag	APJ antagonist	MPTP block	MIN6 prolif	tim10-1 inh	tim23-1 inh	NR3A LBD binder
CC(=O)Nc1ccc(SCC(=O)Nc2sccc2C#N)cc1	7	-1	-1	11	3.7	-3	7	9	0
COCCCn1c(-c2ccc(OC)cc2)nc2c1c(=O)[nH]c(=O)n2Cc1ccccc1	7	-2	0	14	-1.2	0.0*	6	10	0
COc1cccc2c1C(=O)CC2NC(=O)C(F)(F)F (stereo unspecified)	3	-14	0	10	-0.1	-2	3	-1	0
Nc1ccc2nc(-c3ccccc3)[nH]c2c1	18	9	4	-10	0.5	-5	-10	2	-5
NC(=O)c1c(-c2cccs2)csc1N	-1	8	6	-43	·	-1	15	-5	-1
O=C(COc1ccccc1)Nc1cccc(-c2nn[nH]n2)c1	2	5	-4	5	-1.3	-1	1	5	7
COc1cccc(N2CCN(C(=O)c3cc4c(OC)c(OC)c(OC)cc4[nH]3)CC2)c1	-18	-7	-4	15	-0.2	-2	3	11	1
Cc1ccc(-c2nc(CS(=O)(=O)CC(=O)NC3CCC(C)CC3)c(C)o2)cc1 (stereo unspecified)	0	11	0	11	-1.4	-5	-9	27	-1
Cc1ccc(NC(=O)CN(C)C(=O)Nc2ccc(C)cc2)cc1	14	-12	0	0	-4.8	1	1	-2	-1
O=S(=O)(NCCc1ccncc1)c1ccc(Br)cc1	26	4	-4	-23	4.0	2	0	14	0
Cn1c(-c2ccc3c(c2)OCO3)c(C(=O)O)c(=O)c2ccccc21	14	-15	-2	-3	-1.5	1	7	0	0
COc1cccc(NC(=O)CCc2c(C)nc3nc(CNC(=O)c4cccc(F)c4)nn3c2C)c1	2	12	-3	4	-0.4	1	6	16	-1
CCC(C)[C@H](NC(=O)[C@H](Cc1ccccc1)n1c(=O)[nH]c2ccccc2c1=O)C(=O)N1CCC(C(=O)O)CC1 (stereo partly specified)	12	-3	-2	-3	-1.0	-2	-2	0	-2
CCOC(=O)c1c(C)oc(/N=C/c2ccccc2O)c1C#N	11	12	-1	-11	13	-2	36	44	5
COC(=O)C(NS(=O)(=O)c1ccccc1Br)C(C)C (stereo unspecified)	3	-2	-3	-45	0.1	0	-6	10	2
CCOC(=O)[C@@H]1[C@H]2COc3ccccc3[C@@H]2N2C(=O)N(c3ccc(F)cc3)C(=O)[C@@]12C	-20	26	-4	22	0.9	-2	25	35	2
COc1ccccc1C(=O)N/C(=C/c1ccco1)C(=O)Nc1ccc(C(=O)O)cc1	24	-3	-5	0	-0.8	0	8	5	1
Cc1ccc(C2=NN(C(=O)CSc3nc4ncc(Cl)cc4[nH]3)C(c3ccco3)C2)cc1 (stereo unspecified)	3	13	-5	1	0.3	-5	20	39	0
Cc1ccccc1OC(=O)c1cccc(S(=O)(=O)N2CCN(C)CC2)c1	19	6	-5	-9	0.0	2	7	17	-1
CCCCn1cnc2c([nH]c3ccccc32)c1=O	25	-1	0	-7	-2.4	-3	-9	2	1
Cc1cc(=O)n(C)c(=O)n1CCCCOc1cccc([N+](=O)[O-])c1	9	8	0	15	-0.1	-2	23	11	0
O=c1[nH]c(=O)n(Cc2ccccc2)c2nc(-c3ccco3)cc(C(F)(F)F)c12	21	-2	-6	-10	5.2	2	5	-9	-8
COc1cc(OC)cc(C(=O)NC(=S)Nc2cc3oc4ccccc4c3cc2OC)c1	7	2	-5	10	2.8	-5	8	0	2
COc1ccc(C(O)(C2CCCCC2)C(CN2CCCC2)c2ccccc2)cc1 (stereo unspecified)	22	16	-5	8	-0.9	-5	20	25	1
Cc1ccc(NC2=NCC(=O)N2c2ccc3c(c2)OCCO3)c(C)c1	2	-3	10	2	0.1	1	12	13	2
Cc1ccc(C(=O)Nc2ccccc2C(=O)N2CCN(c3ccccc3)CC2)cc1	18	10	-1	-80	0.4	-3	20	31	0
Cc1cc(C)c(C)c(S(=O)(=O)NCCCN2CCOCC2)c1C	-4	-13	1	-11	0.1	0	-8	-44	0
NS(=O)(=O)c1cccc2cccnc12	15	-1	8	15	-0.4	-2	6	1	-2
Cc1ccc(-c2nnn(CC(=O)N(Cc3ccc(F)cc3)C(C(=O)NC3CCCC3)c3ccncc3)n2)o1 (stereo unspecified)	2	12	-8	3	-1.9	-4	15	10	2
Cc1nc(-c2cccc(S(=O)(=O)N3CC(C)CC(C)C3)c2)cs1 (stereo unspecified)	9	22	-6	12	-1.4	-2	23	24	-2
COC(=O)CCC(=O)Nc1c(C)n(C)n(-c2ccccc2)c1=O	9	-10	-2	-3	-0.2	-4	-21	-6	0
COc1cccc(COC(=O)c2nn(-c3ccccc3)nc2N)c1	11	19	-2	11	-0.4	5	35	-9	0
O=C(c1ccc(CS(=O)Cc2ccc(Cl)cc2)o1)N1CCN(c2ccccc2F)CC1 (stereo unspecified)	10	14	8	18	-0.1	-2	10	23	1
CSCCC(NC(N)=O)C(=O)Nc1cccc(C#N)c1 (stereo unspecified)	10	11	-3	-33	0.9	2	2	13	-2
CCc1nnc(NC(=O)CCC(=O)N2CCN(Cc3ccc(C)cc3C)CC2)s1	9	4	2	14	-2.3	-4	-7	-6	-1
CCc1ccc(OCc2n[nH]c(=S)n2Cc2ccccc2)cc1	17	24	-2	11	7.7	-3	38	37	2
CCOc1ccccc1C1NC(=O)c2ccccc2O1 (stereo unspecified)	-1	13	-2	10	-1.0	-2	10	27	-2
Cc1cccn2c(=O)c3cc(S(=O)(=O)c4ccccc4)c(=N)n(Cc4ccc(F)cc4)c3nc12	13	9	-2	10	-2.2	2	31	20	-16
O=c1c2sccc2nc(SCc2cc(=O)n3cc(Cl)ccc3n2)n1-c1ccc(F)cc1	11	15	1	9	1.1	-4	6	1	-4
COC(=O)c1cc(OC)c(OC)cc1NCC(=O)Nc1ccc(OC)c(OC)c1	9	-8	1	-7	-0.2	-1	4	15	2
Cc1cc(C)nc(NS(=O)(=O)c2ccccc2)n1	13	14	1	-7	-2.2	-3	4	18	0
c1ccc(OCc2nc(-c3ccncc3)no2)cc1	4	20	-1	5	0.8	-2	20	6	-1
O=C(Nc1ccccn1)c1ccc(S(=O)(=O)N2CCCC2)cc1	11	0	1	9	-0.4	2	5	5	-1
Cc1[nH]c(C)c(S(=O)(=O)Nc2ccc(F)cc2Cl)c1C(=O)N1CCCC1	4	5	3	-1	-1.2	-2	4	-3	-3
CCOc1cc(CNCCCN2CCOCC2)cc(Br)c1OCC(=O)Nc1cccc(C(F)(F)F)c1	15	-43	3	28	4.0	-4	-72	-154	-1
CCC(C)NS(=O)(=O)c1ccc(NC(=O)c2c(-c3ccccc3)noc2C)cc1 (stereo unspecified)	0	5	0	9	1.1	4	13	1	-4
C#Cc1ccc(CN2CCC(Oc3ccc(C(=O)NCc4ccccn4)cc3)CC2)cc1	29	-21	-4	29	0.3	-1	-10	-29	2
Cc1nc2sc(C(c3ccc(F)cc3)N3CCN(C(=O)c4ccco4)CC3)c(O)n2n1 (stereo unspecified)	15	1	3	-5	-1.9	0	9	7	-2
COc1ccc(-c2[nH]ncc2CN2CCCOc3c(cccc3OC)C2)c(OC)c1	21	-2	-2	5	-0.2	1	0	17	-1
CCCn1nc2cc(C(=O)NCc3ccccc3)ccc2c1OCC	1	13	-3	-8	0.6	5	20	28	-1
CC(C)c1nnc(NC(=O)CCC(=O)NC2CCCCCC2)s1	-3	-9	1	-9	2.5	-4	3	4	-2
Cc1c(NC(=O)C(C)Oc2cccc(Cl)c2)c(=O)n(-c2ccccc2)n1C (stereo unspecified)	16	0	6	-4	-1.1	0	-4	3	-1
O=C(NCCNC(=O)c1ccccc1)c1ccccc1	1	-4	1	-9	1.8	1	-16	10	-2
COc1ccc(/C=C2/C(=O)N=C(N)N2C)cc1OC	11	-3	-2	2	4.6	-4	-11	-4	-1
O=C(O/N=C(\c1ccccc1)c1ccccn1)c1ccc(Cl)c(Cl)c1	2	13	10	-8	-2.1	-1	34	5	1
